Assay outcomes from PubChem.
E-sel inducer: E-selectin induction on HUVECs | P16581 | HUVEC E-selectin immunofluorescence imaging; normalized: neutral wells 0, TNF-alpha wells 100 | activation, % at 7.58 µM | 260,000 compounds, 0.37% hits;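 active = mean E-selectin-positive cell signal at least 10% of the positive control, reached in at least 60% of replicates, without over 20% cell loss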;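 note: in these data hits start at about 27%; measured in HUVEC primary endothelial cells; signal is the percent of cells scored E-selectin positive by PE staining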
Target sequence (P16581 whole entry, looked up): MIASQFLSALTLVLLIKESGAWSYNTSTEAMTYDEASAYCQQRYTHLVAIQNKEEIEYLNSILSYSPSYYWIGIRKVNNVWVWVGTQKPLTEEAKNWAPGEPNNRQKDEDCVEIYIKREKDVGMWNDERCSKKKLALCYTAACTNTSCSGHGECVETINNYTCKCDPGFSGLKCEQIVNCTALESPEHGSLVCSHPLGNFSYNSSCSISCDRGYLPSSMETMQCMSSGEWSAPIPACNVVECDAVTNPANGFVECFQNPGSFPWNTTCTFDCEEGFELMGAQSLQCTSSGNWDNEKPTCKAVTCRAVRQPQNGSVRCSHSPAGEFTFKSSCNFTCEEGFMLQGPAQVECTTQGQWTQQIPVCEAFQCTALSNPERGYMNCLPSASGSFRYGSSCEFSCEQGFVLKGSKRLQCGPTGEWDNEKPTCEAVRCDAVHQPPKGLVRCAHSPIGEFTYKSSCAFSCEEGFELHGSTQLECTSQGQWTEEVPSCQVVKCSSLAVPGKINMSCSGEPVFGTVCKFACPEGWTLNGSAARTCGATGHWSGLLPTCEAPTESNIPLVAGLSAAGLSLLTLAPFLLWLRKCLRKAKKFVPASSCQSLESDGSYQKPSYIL
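Test system – human umbilical vein endothelial cells (HUVEC), E-selectin induction · Input – 3,000 HUVEC seeded per well · Buffer or medium – EGM-2, gelatin · Compound dosing – single-point compound dose · Detection – immunofluorescence imaging · Measure – percent E-selectin-positive cells · Controls – TNF-alpha high, DMSO low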
ARNT-TACC3 inh: disrupts binding between human ARNT and TACC3; inhibition, % at 9.99 µM; 390,000 compounds, 0.66% hits; AlphaScreen His-ARNT PAS-B/GST-TACC3 binding, luminescence; TACC3 fragment carries E629A point mutation;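 active = mean inhibition of replicates at least 50% and at least half of replicates each reaching 50%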;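 note: 0% = complete ARNT plus TACC3 wells and 100% = ARNT alone without TACC3; many hits fall short of the cut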
Casp6 inh: caspase-6 (human) enzyme inhibition | P55212 | purified caspase-6, Z-VEID-R110 cleavage fluorescence | inhibition, % at 12.5 µM | 350,000 compounds, 0.53% hits | AID 686996;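 active = mean inhibition across replicates at least about 35%, with every replicate also reaching that limit, limit read from the data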;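 note: 0% = median of neutral control wells and 100% = no fluorescence left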
Target sequence (P55212 24-179 limits assumed): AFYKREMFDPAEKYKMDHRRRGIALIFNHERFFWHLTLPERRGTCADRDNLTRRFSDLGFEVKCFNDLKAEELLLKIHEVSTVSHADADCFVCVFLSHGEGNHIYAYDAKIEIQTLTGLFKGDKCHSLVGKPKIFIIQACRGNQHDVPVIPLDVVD
Target sequence (P55212 194-293 limits assumed): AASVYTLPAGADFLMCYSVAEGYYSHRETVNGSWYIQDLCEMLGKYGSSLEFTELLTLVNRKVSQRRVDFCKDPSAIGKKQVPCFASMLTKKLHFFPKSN
ERp5 block: inhibitors of human ERp5 | Q15084 | ERp5 insulin aggregation, absorbance 650 nm, 90 min | inhibition, % at 9.99 µM | 350,000 compounds, 0.05% hits | AID 651711;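 active = mean replicate inhibition above about 25%, with every replicate also reaching it, limit read from the data, passing the limit was not always enough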
RAD52 inh: RAD52 (human) annealing inhibition | P43351 | recombinant RAD52 DNA annealing, FRET fluorescence | inhibition, % at 18.7 µM | 360,000 compounds, 0.46% hits;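 active = every replicate showing at least 50% inhibition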
esBAF inh: blocks esBAF chromatin remodeling in mouse ES cells | Bmi1-luciferase knock-in reporter, 24 h; 100% = twice the neutral-well signal | reporter increase, % at 12.5 µM | 350,000 compounds, 2% hits | AID 602393; in the data active = activation above about 40%;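 note: 0% = median of the plate's neutral control wells and 100% = double that signal; a rise in the Bmi1 reporter signal indicates esBAF inhibition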
PglD inh: blocks C. jejuni PglD acetyltransferase activity. purified PglD enzyme, DTNB colorimetric CoA detection. inhibition, % at 12.5 µM. 360,000 compounds, 0.098% hits. AID 602405; in the data active = inhibition above about 16%, passing the limit was not always enough; note: strong numbers were not always called active
RAD54 inh: RAD54 (human) branch migration inhibition; 360,000 compounds, 0.14% hits; inhibition, % at 10.4 µM; RAD54 Holliday junction branch migration, FAM/BHQ fluorescence; AID 602329; Q92698;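 active = mean normalized replicate activity at least 40 and at least half of replicates scoring 40 or more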;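 note: 0% = median of neutral control wells and 100% = median of positive control wells; inhibitors cause a drop in the FAM fluorescence signal; in these data hits start at about 50%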
* marks the source's active call; other numbers are inactive results; · = not tested or not shown; & = joins results of further samples.

Values in the order: PglD inh | ARNT-TACC3 inh | ERp5 block | Casp6 inh | RAD54 inh | esBAF inh | RAD52 inh | E-sel inducer
1	O=C(O)C(F)(F)S(=O)(=O)O
  -0.4 | -0.2 | · | · | -12.4 | 2.1 | · | ·
2	CC(C)NC(=O)N1[C@H](CO)[C@@H]2c3ccccc3N(C(=O)c3ccccn3)C[C@@H]21
  0.6 | 8.1 | -0.6 | 0.9 | -0.3 | 0.0 | -3.0 | -0.3
3	C/C=C/c1ccc([C@@H]2[C@@H](CO)N3C(=O)CN(C(=O)c4ccccc4)C[C@H]23)cc1
  · | · | 1.6 | -3.4 | · | · | -4.2 | -0.1
4	CC(C)CCn1nnnc1C(c1ccc(F)cc1)N1CCN(C(=O)c2ccco2)CC1 (centres undefined)
  1.1 | -1.2 | · | · | -6.4 | 7.8 | · | ·
5	CCCNC(=O)N1[C@H](C#N)[C@H](c2ccc(-c3cccc(OC)c3)cc2)[C@H]1CO
  0.2 | 0.3 | -5.6 | 1.3 | 5.7 | 12.8 | -32.3 | -0.2
6	COC(=O)NNC(=O)COc1cc(C)c(Br)cc1C(C)C
  -3.2 | 0.2 | · | · | -10.4 | · | · | 0.7
7	Cc1ccc(Oc2ccc(Cl)cc2N)cc1
  · | -9.4 | 2.1 | -0.8 | · | · | -12.0 | ·
8	COCC(=O)Nc1ccc2c(c1)[C@@H]1C[C@H](CC(=O)NC3CCCC3)O[C@@H](CO)[C@@H]1O2
  -1.4 | -3.1 | 3.7 | -1.0 | -6.0 | 0.6 | -7.9 | 0.0
9	C[C@H]1CN([C@@H](C)CO)C(=O)CCCn2nncc2CO[C@@H]1CN(C)Cc1ccc(C(F)(F)F)cc1
  -2.9&1.9 | 5.5 | 0.8&7.0 | -3.6&0.3 | 3.3&-7.2 | -6.9&1.1 | -8.5&-0.4 | -0.1
10	O=C(O)c1cccc2c1-c1ccc(Cl)cc1C2
  -5.7 | -12.3 | 0.3 | 0.7 | 2.3 | 1.8 | -12.3 | 0.1
11	CCOc1ccc(/C=N/NC(=O)Cn2ccnc2C)cc1
  · | 5.3 | 0.2 | 2.7 | · | -7.2 | -7.7 | 1.2
12	O=C(COC(=O)CSc1ccc([N+](=O)[O-])cc1)NCC1CCCO1 (centres undefined)
  -0.1 | · | -0.1 | 4.6 | 5.6 | · | -12.3 | 1.0
13	C[C@H](CO)N1C[C@H](C)[C@H](CN(C)C(=O)Nc2ccccc2F)Oc2cc(-c3ccc(C(=O)N(C)C)cc3)ccc2S1(=O)=O
  -1.5 | 37.3 | 3.2 | 1.3 | 0.3 | 1.6 | -10.4 | -0.1
14	O=C(NCc1ccc2c(c1)OCO2)c1ccc(CS(=O)(=O)Cc2cccc(Cl)c2)o1
  · | -4.5 | 2.9 | 1.0 | · | · | -13.1 | 1.5
15	CCCNC(=O)[C@H]1N[C@H]2c3ccc(-c4cccc(F)c4)c(=O)n3C[C@H]2[C@@H]1CO
  0.6 | 2.6 | 2.3 | -2.5 | -0.8 | 1.1 | -9.6 | -0.2
16	O=c1[nH]c(N2CCOCC2)nc2ccccc12
  2.9 | 1.1 | 2.2 | 0.2 | 8.9 | -2.2 | -0.9 | 0.0
17	COc1ccccc1-c1ccc([C@@H]2[C@@H](CO)N3CCCCN(C(=O)c4ccncc4)C[C@H]23)cc1
  -8.7 | -1.1 | -0.6 | -0.7 | 2.9 | · | 3.0 | 0.1
18	COC(=O)[C@@]1(Cc2ccc(F)cc2)[C@H]2c3cc(C(=O)N(C)C)n(Cc4ccsc4Br)c3C[C@H]2CN1C(=O)c1ccccc1
  · | · | 1.1 | 2.2 | · | · | -32.5 | 0.1
19	COc1cc(CNC(=O)Nc2nc(C(N)CCc3ccccc3)cs2)cc(OC)c1OC (centres undefined)
  -1.0 | · | -0.9 | -2.5 | -5.2 | 8.1 | -97.2 | 0.0
20	COc1cc(NC(=O)c2ccc([N+](=O)[O-])o2)ccc1NC(=O)c1cccs1
  -1.7 | -33.2 | 2.4 | -5.1 | -2.5 | -18.6 | -6.3 | -1.5
21	CC(C)CNC(=O)CN(C1CCCCC1)S(C)(=O)=O
  6.0 | -6.0 | · | · | 1.0 | -3.3 | · | ·
22	CNC(=O)C[C@H]1CC[C@@H]2[C@@H](COc3ccc(NC(=O)c4cnccn4)cc3C(=O)N2C)O1
  3.5 | 3.6 | · | · | -13.2 | 6.6 | · | 0.0
23	C[C@H]1CN([C@@H](C)CO)C(=O)Cc2cc(NC(=O)CCCCCC(=O)Nc3ccccc3N)ccc2O[C@H]1CN(C)CC1CC1
  · | · | 5.3 | 1.9 | · | · | 12.9 | 0.2
24	CCOC(=O)c1cc(CC)sc1/N=C/c1c(O)ccc2ccccc12
  -0.1 | -0.2 | 2.8 | -0.1 | -5.8 | 5.0 | -1.2 | 1.4
25	COc1ccccc1NC(=O)CSc1nc2ccccc2nc1N1CC(C)OC(C)C1 (centres undefined)
  -1.7 | -1.4 | 12.1 | 0.3 | -0.7 | -3.7 | -18.0 | -0.1
26	Nc1nc2cc(Cl)ccc2n1N
  · | · | -2.7 | 0.1 | · | · | 3.5 | 0.2
27	CCCN1C[C@H](C)[C@H](OC)CN(C)C(=O)c2cc(NC(=O)Nc3cccc(F)c3)ccc2OC[C@@H]1C
  0.0 | 7.7 | · | · | -3.3 | 8.3 | · | 0.1
28	C[C@@H]1CCCCO[C@H](CN(C)S(=O)(=O)c2ccccc2)[C@H](C)CN([C@@H](C)CO)C(=O)c2cc(NC(=O)CCC(F)(F)F)ccc2O1
  -0.1 | -3.2 | 9.4 | 0.0 | -2.1 | 8.5 | -47.5 | -0.3
29	CC(=O)[C@H]1CC[C@H]2[C@@H]3CCC4=CC(=O)CC[C@]4(C)[C@H]3CC[C@]12C
  2.4&4.8 | -0.8&0.3 | 2.3&-0.8 | -5.9&2.5 | 7.6&-5.1 | 1.7&2.1 | 10.7&-6.0 | 1.6&0.0
30	CC[C@@H](C)CN1C(=O)N[C@@H](c2ccccc2)C(C(C)=O)=C1C
  -0.3 | 1.7 | 4.4 | 20.9 | -12.4 | -6.7 | -26.6 | 0.7

Only ERp5 block and E-sel inducer, for 2 of the compounds above:
nr	structure	ERp5 block	E-sel inducer
10	O=C(O)c1cccc2c1-c1ccc(Cl)cc1C2	0.3	0.1
11	CCOc1ccc(/C=N/NC(=O)Cn2ccnc2C)cc1	0.2	1.2

Next compounds follow:
Values in the order: PglD inh | ARNT-TACC3 inh | ERp5 block | Casp6 inh | RAD54 inh | esBAF inh | RAD52 inh | E-sel inducer
31	O=C(Cc1ccc(Cl)c(Cl)c1)Nc1ccccc1N1CCOCC1
  0.1 | -5.0 | -0.4 | -1.0 | -0.3 | 3.8 | -13.1 | 1.0
32	COC(=O)c1ccc(N2CCN(C(=O)c3ccccc3)CC2)c(NC(C)=O)c1
  · | 0.4 | 1.1 | -9.2 | · | · | -1.0 | ·
33	Cc1ccc(S(=O)(=O)N(C)C[C@H]2Oc3cc(C4=CCCC4)ccc3S(=O)(=O)N([C@H](C)CO)C[C@H]2C)cc1
  2.4 | -0.2 | -1.7 | -2.7 | 6.1 | -2.3 | -0.7 | -0.3
34	CCC(C)NC(=O)c1c(N)n(/N=C/c2ccccn2)c2nc3ccccc3nc12 (centres undefined)
  -4.0 | 12.9 | 9.6 | -0.1 | 4.4 | -81.2 | -14.7 | ·
35	CC1(C)C(=O)NCCN1C(=O)CC1C(=O)NCCN1Cc1cccc(C(F)(F)F)c1 (centres undefined)
  -4.7 | -3.0 | 10.6 | 2.2 | 5.7 | -13.7 | -26.8 | ·
36	S=C1Cc2ccccc2C(c2ccc(Cl)cc2)N1 (centres undefined)
  -0.8 | 10.2 | -0.2 | 8.0 | -5.8 | 7.1 | -40.0 | ·
37	C[C@H]1CN([C@@H](C)CO)C(=O)Cc2cc(NC(=O)Cc3cn(C)c4ccccc34)ccc2O[C@@H]1CN(C)Cc1ccc(C(F)(F)F)cc1
  -2.6 | -13.8 | 4.5 | 0.9 | -3.2 | 7.4 | -16.4 | 12.9
38	O=C(COC(=O)CCc1c[nH]c2ccccc12)NCc1ccc2c(c1)OCO2
  · | -7.4 | 1.4 | 3.0 | · | · | -17.2 | 1.1
39	COc1cccc(C(=O)N2CCN(S(=O)(=O)Cc3ccccc3)CC2)c1
  -2.8 | -9.9 | -7.2 | 3.9 | -3.4 | -1.2 | -8.6 | ·
40	Cc1c(Cl)ccc2c1NC(=O)[C@]21N[C@@H](Cc2ccccc2)[C@H]2C(=O)N(c3ccc(F)cc3)C(=O)[C@H]21
  -0.9 | 7.0 | · | · | -1.9 | -5.2 | · | ·
41	CC(NC(=O)c1ccccc1Cl)C(=O)Nc1ccc2c(c1)OCO2 (centres undefined)
  · | 2.2 | 4.7 | -0.2 | · | · | -6.5 | -0.2
42	O=C(Cn1cnc2c(cnn2-c2ccccc2)c1=O)NCc1ccccc1
  0.4 | -2.4 | · | · | -6.3 | 5.6 | · | 1.0
43	CCOC(=O)c1[nH]c2cc3c(cc2c1NC(=O)CN1CCCC1)OCO3
  · | 0.4 | 1.4 | 11.0 | · | -4.6 | -1.4 | 2.8
44	CCOC(=O)/C=c1\s/c(=C(\C#N)C(N)=O)n(-c2ccccc2)c1=O
  -3.7 | -3.4 | 5.9 | 1.1 | -3.2 | · | -58.1 | 0.8
45	COc1ccccc1C(CNC(=O)c1cccc(NS(=O)(=O)c2ccc(C)c(F)c2)c1)N(C)C (centres undefined)
  -4.8 | 5.6 | 0.6 | -129.7 | 2.4 | -5.9 | 4.0 | ·
46	CC(C)(O)C#Cc1ccc([C@@H]2[C@@H](CO)N3CCCCN(Cc4ccccc4F)C[C@@H]23)cc1
  2.7 | 6.4 | -2.2 | -1.4 | 3.5 | -2.3 | -4.6 | -0.2
47	CCOc1ccc(NC(=O)CCn2c(=S)oc3ccccc32)cc1
  5.7 | 7.5 | 1.7 | -3.0 | 0.4 | 6.3 | -10.9 | -1.7
48	CCCn1nc(C(=O)Nc2ccc(-n3cnnn3)cc2)c2ccccc2c1=O
  -2.6 | 10.8 | -6.0 | 5.0 | -3.6 | -0.3 | 8.0 | 0.1
49	C[C@H](NC(=O)OC(C)(C)C)C(=O)NCC1CCC(C(=O)O)CC1 (some centres undefined)
  -6.5 | -3.9 | · | · | 0.1 | -3.0 | · | 0.0
50	CC(C)C#Cc1cnc2c(c1)C(=O)N([C@@H](C)CO)C[C@H](C)[C@H](CN(C)C(=O)Cc1ccncc1)O2
  -2.2 | 1.6 | 1.2 | -1.4 | 5.4 | -3.5 | -8.5 | 0.2
51	COc1cc(C=O)ccc1OCCCCOc1ccccc1[N+](=O)[O-]
  · | -3.9 | -2.6 | 0.9 | · | · | -9.8 | -0.2
52	Cc1ccccc1N(CC(=O)NCc1ccco1)C(=O)CNS(=O)(=O)c1ccc(F)cc1
  2.6 | -2.2 | -0.4 | 4.3 | -3.4 | -2.9 | -16.1 | -0.2
53	NS(=O)(=O)c1ccc(CCNC(=O)c2ccccc2[N+](=O)[O-])cc1
  · | -5.9 | 4.6 | 6.2 | · | · | -0.5 | -0.3
54	O=C(COC(=O)c1ccc([N+](=O)[O-])cc1)Nc1ccccc1C(=O)NC1CC1
  2.7 | -4.3 | -1.5 | -2.3 | -6.9 | · | -1.7 | -0.1
55	C[C@@H]1CN([C@@H](C)CO)C(=O)c2cc(NC(=O)Nc3cccc4ccccc34)ccc2O[C@@H]1CN(C)Cc1ccncc1
  -3.1 | 8.2 | -0.7 | 9.0 | 3.5 | 1.5 | -39.6 | -2.1
56	Cc1ccn2c(=O)nc(SCc3cccc(C(F)(F)F)c3)nc2c1
  · | -3.6 | -1.6 | -1.6 | · | 10.3 | -64.6 | 3.7
